# Source: PubChem (The Scripps Research Institute Molecular Screening Center)
# ULK1 inh = blocks human autophagy kinase ULK1; O75385; AlphaScreen Atg13 phosphorylation by ULK1, luminescence; inhibition, % at 5.96 µM; 1.9% of 30,000 active; in the data active = inhibition above about 43%;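 note: 0% = median of compound wells and 100% = no enzyme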
# ASK1 primary = inhibitors of human ASK1 kinase; Q99683; AlphaScreen MKK6 phosphorylation by ASK1, luminescence; inhibition, % at 7.44 µM; AID 1159602; 0.99% of 22,000 active; in the data active = inhibition above about 35%;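 note: 0% = median of compound wells and 100% = no enzyme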
# Target sequence (Q99683 whole entry, looked up): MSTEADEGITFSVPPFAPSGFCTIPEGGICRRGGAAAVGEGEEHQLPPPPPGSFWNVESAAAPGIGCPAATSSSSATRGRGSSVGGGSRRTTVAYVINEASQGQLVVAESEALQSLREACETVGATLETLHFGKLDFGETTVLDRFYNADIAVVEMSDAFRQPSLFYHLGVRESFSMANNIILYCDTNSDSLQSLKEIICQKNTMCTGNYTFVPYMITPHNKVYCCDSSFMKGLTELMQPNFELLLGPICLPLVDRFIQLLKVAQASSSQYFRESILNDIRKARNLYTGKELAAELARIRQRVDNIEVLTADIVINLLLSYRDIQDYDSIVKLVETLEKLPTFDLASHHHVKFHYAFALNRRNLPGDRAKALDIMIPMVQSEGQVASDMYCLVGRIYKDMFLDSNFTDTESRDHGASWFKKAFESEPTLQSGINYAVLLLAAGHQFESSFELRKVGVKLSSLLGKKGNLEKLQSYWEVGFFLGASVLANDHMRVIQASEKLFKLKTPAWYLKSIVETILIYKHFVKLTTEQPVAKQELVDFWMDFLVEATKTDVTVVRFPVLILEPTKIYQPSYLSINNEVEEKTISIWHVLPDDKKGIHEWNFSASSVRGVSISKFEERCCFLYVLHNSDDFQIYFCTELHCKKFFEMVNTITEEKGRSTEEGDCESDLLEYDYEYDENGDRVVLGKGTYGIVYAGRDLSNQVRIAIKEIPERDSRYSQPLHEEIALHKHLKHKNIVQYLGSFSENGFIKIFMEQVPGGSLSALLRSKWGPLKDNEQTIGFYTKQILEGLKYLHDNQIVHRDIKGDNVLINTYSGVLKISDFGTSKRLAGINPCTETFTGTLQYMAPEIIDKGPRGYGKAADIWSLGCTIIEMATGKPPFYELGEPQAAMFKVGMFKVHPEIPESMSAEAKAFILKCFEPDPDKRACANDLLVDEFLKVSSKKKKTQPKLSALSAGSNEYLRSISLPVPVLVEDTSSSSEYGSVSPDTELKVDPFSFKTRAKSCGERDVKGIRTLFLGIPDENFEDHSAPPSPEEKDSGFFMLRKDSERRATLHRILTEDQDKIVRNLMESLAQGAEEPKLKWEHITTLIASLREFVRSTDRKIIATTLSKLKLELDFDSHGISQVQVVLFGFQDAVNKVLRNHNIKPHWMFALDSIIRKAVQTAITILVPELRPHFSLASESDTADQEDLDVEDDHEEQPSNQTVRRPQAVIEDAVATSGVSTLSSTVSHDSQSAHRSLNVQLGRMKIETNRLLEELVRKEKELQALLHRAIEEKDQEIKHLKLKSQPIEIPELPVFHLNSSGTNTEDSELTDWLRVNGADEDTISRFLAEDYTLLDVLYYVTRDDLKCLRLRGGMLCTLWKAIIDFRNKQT
# * marks the source's active call; other numbers are inactive results; · = not tested or not shown.
no.	mol	ASK1 primary	ULK1 inh
1	O=C1CCCN1CCn1cnc2c(NCCN3CCOCC3)nc(N3CCc4ccccc4C3)nc21	1	-2
2	CC(C)n1cnc2c(NCCc3ccc(O)cc3)nc(Cl)nc21	-7	-5
3	CC(=O)Nc1ccc(Nc2nc(Nc3ccc(N4CCOCC4)cc3)nc3c2ncn3-c2ccccc2)cc1	-1	34
4	FC(F)(F)c1cccc(CNc2nc(-c3cccs3)nc3nc[nH]c23)c1	3	-2
5	CN(C)c1ccc(/C=N/Nc2ccc([N+](=O)[O-])cc2S(=O)(=O)N(C)C)cc1	·	-10
6	CCCNc1nc(-c2cccc(N)c2)nc2c1ncn2C(C)C	-2	-7
7	CC(=O)Nc1ccc(Nc2nc(N3CCN(c4ccccn4)CC3)nc3c2ncn3C(C)C)cc1	-1	6
8	COCCn1c(SCc2cccnc2)nc2c(c1=O)SC(C)C2 (centres undefined)	·	5
9	Cn1cnnc1-c1ccc(Nc2nccc(-c3cccc(N4CCOCC4)c3)n2)cc1	-13	-4
10	c1nc(NCCN2CCOCC2)cc(Nc2ccc3c(c2)OCO3)n1	3	8
11	CCCNC(=O)C1CCN(c2ccc(Nc3ccccc3)nn2)CC1	-7	-31
12	COc1ccccc1CN1CCN(CC2CC3C=CC2C3)CC1 (centres undefined)	·	8
13	Nc1cccc(-c2nccc(NCCCN3CCCC3=O)n2)c1	-18	2
14	FC(F)(F)Oc1ccc(Nc2nccc(Nc3ccc(OCCN4CCCCC4)cc3)n2)cc1	3	-9
15	CC(=O)c1cccc(-c2nc(NCc3cccc(C(F)(F)F)c3)c3ncn(C(C)C)c3n2)c1	-20	-6

# The list continues.
no.	mol	ASK1 primary	ULK1 inh
16	c1ccc(Oc2ccc(Nc3ncnc4nc(-c5csc6ccccc56)[nH]c34)cc2)cc1	1	-14
17	O=C(NC1CCN(Cc2ccccc2)CC1)c1ccnc(NCc2cccnc2)c1	-11	11
18	Nc1nc(Nc2ccc(Oc3ccccc3)cc2)cc(-c2ccc(N3CCOCC3)nc2)n1	-3	-37
19	Cc1nn(S(=O)(=O)c2ccc(F)cc2)c(C)c1S(=O)(=O)N1CCCC(C)C1 (centres undefined)	·	-5
20	COc1cc(Nc2nc(Nc3ccccc3)nc3c2ncn3-c2ccsc2)cc(OC)c1OC	23	-24
21	Cc1nn(C(=O)c2cccc(S(=O)(=O)N3CCCCC3)c2)c(C)c1S(=O)(=O)N1CCCC1	·	5
22	CCCNc1nc(-c2csc3ccccc23)nc2c1ncn2-c1ccccc1	-9	-3
23	CCN(CC)c1ccc(-c2ccnc(Nc3ccc(-n4cnc(C)n4)cc3)n2)cc1C#N	-11	31
24	O=C(NCCCN1CCOCC1)c1cccc(-n2ncc3cc(Nc4ccc(F)cc4)ccc32)c1	9	-51
25	CCCCC1=NC2(CCCC2)C(=O)N1Cc1ccc(-c2ccccc2-c2nn[nH]n2)cc1	·	0
26	O=C(Nc1ccc2[nH]ncc2c1)C1CN(Cc2ccccc2)CC1c1ccccc1F (centres undefined)	-2	-44
27	Cn1nccc1Nc1cc(C(=O)NCc2cccc(C(F)(F)F)c2)ccn1	-3	0
28	O=c1[nH]c(=O)c2ccccc2o1	·	-4
29	O=C1CCCN1CCCNc1nc(Nc2cccnc2)nc2c1ncn2-c1ccsc1	13	8
30	O=C(NCCCN1CCCC1=O)C1CCN(c2ccc(N3CCC(N4CCOCC4)CC3)nn2)CC1	-17	7

# The results go on.
no.	mol	ASK1 primary	ULK1 inh
31	NC(=O)c1ccccc1Nc1nc(Nc2ccc(N3CCOCC3)c(F)c2)ncc1Cl	-65	72*
32	Fc1ccc(-c2cnc(N3CCN(c4ccccn4)CC3)nc2)cc1	·	10
33	COc1ccc(-c2ccc(C(=O)NCc3cccc(C(F)(F)F)c3)s2)cn1	-21	-11
34	COc1nc(NCc2cccc(C(F)(F)F)c2)nc(-c2csc3ccccc23)n1	8	4
35	COc1cc(NC(=O)c2ccnc(-c3cccc(C(C)=O)c3)c2)cc(OC)c1OC	6	2
36	O=C(NCCc1ccc(O)cc1)c1cc(Cl)nc2ccccc12	-11	-13
37	c1cc(-c2ccnc(Nc3ccc(N4CCOCC4)cc3)n2)cc(-c2ncn[nH]2)c1	32	6
38	CCCNC(=O)c1cccc(Cl)n1	-7	2
39	c1ccc(CN2CCC(Nc3nc(NC4CCN(Cc5ccccc5)CC4)c4[nH]cnc4n3)CC2)cc1	14	0
40	Cc1cc(N(C)C)nc(Nc2ccc(NC(=O)CC3CCCC3)cc2)n1	·	-4
41	N[C@H](Cc1ccccc1)C(=O)N1CCC(Nc2ccc3[nH]ncc3c2)CC1	-8	-9
42	Cc1cc(NCCc2ccc(O)cc2)nc(N2CCC(N3CCOCC3)CC2)n1	-3	27
43	CC(=O)Nc1cccc(CCc2nc3ccccc3[nH]2)c1	·	-19
44	Cc1nc(NCc2ccco2)cc(-c2ccc(F)cc2)n1	·	19
45	CN1CCC(OC(c2ccccc2)c2ccc(Cl)cc2)C1 (centres undefined)	·	-17

# Grouped by structure, those above with an aryl methoxy group.
no.	mol	ASK1 primary	ULK1 inh
12	COc1ccccc1CN1CCN(CC2CC3C=CC2C3)CC1 (centres undefined)	·	8
20	COc1cc(Nc2nc(Nc3ccccc3)nc3c2ncn3-c2ccsc2)cc(OC)c1OC	23	-24
33	COc1ccc(-c2ccc(C(=O)NCc3cccc(C(F)(F)F)c3)s2)cn1	-21	-11
34	COc1nc(NCc2cccc(C(F)(F)F)c2)nc(-c2csc3ccccc23)n1	8	4
35	COc1cc(NC(=O)c2ccnc(-c3cccc(C(C)=O)c3)c2)cc(OC)c1OC	6	2

# (next part)
no.	mol	ASK1 primary	ULK1 inh
46	O=C(Cc1ccccc1)Nc1cnn(-c2cccc(C(=O)Nc3cccc(CN4CCCCC4)c3)c2)c1	7	-7
47	O=C(CSc1nnc(-c2ccc(O)cc2)o1)Nc1ccc(F)cc1	·	-11
48	Cc1cnc(-c2ccc3c(ccn3C)c2)nc1N	3	0
49	COc1ccc(-c2nc3c(NC4CCN(Cc5ccccc5)CC4)ncnc3n2C(C)C)cc1	7	5
50	NC(C(=O)Nc1cnn(-c2cccc(C(=O)Nc3ccc(N4CCOCC4)cc3)c2)c1)c1ccccc1 (centres undefined)	3	4
51	COC(=O)/C(=C\C(C)=C\c1cccs1)C(C)=O	·	12
52	CN1CCN(C(=O)c2ccc(-c3nc4ccc(C(=O)NCCc5ccc(O)cc5)cc4s3)cc2)CC1	-13	-6
53	CCN(CC)c1cc(-c2ccc(F)cc2)nc(-c2ccncc2)n1	·	-2
54	CN1CCN(c2ccc(-c3cc(NCCc4ccc(O)cc4)nc(N)n3)cc2)CC1	-2	-27
55	c1cc(N2CCOCC2)ncc1-c1nc(NCCN2CCOCC2)c2ncn(C3CCCCC3)c2n1	0	-22
56	CN1CCN(c2ccc(-c3cccc(C(=O)NCc4cccc(C(F)(F)F)c4)c3)cc2)CC1	-3	-20
57	O=C1NCCN1c1ncc([N+](=O)[O-])s1	·	15
58	c1ccc(CN2CCC(Nc3nc(N4CCN(c5ccccn5)CC4)nc4c3ncn4-c3ccsc3)CC2)cc1	24	2
59	Cc1nc(NC2CC2)cc(-c2ccccn2)n1	·	1
60	NC(=O)C(=O)N/N=C/c1ccc([N+](=O)[O-])o1	·	-7

# Other records follow:
no.	mol	ASK1 primary	ULK1 inh
61	O=C(NCCCN1CCCC1=O)c1cnc(Nc2ccncn2)s1	-3	7
62	CC[C@H](NC(=O)C(Oc1nc(OC)cc(OC)n1)C(C)C)C(=O)OC(C)(C)C (some centres undefined)	·	0
63	O=C(NC1CC1)c1ccc(-c2cc(NCCc3ccc(O)cc3)ncn2)cc1	-4	-6
64	Cc1ncn(-c2ccc(Nc3ncc(-c4cnn(C)c4)c(-c4cnn(C)c4)n3)cc2)n1	-2	-7
65	O=C(Nc1cncc(-c2ccc3[nH]ncc3c2)c1)C(O)c1ccc(Cl)cc1 (centres undefined)	14	20
66	CCCCC[C@H](O)/C=C/[C@H]1[C@H](O)CC(=O)[C@@H]1CCCCCCC(=O)O	·	1
67	c1ccc(-c2nc(NCCCN3CCOCC3)cc(-c3ccncc3)n2)nc1	·	-5
68	CCCNc1nc(Nc2cc(OC)c(OC)c(OC)c2)nc2c1ncn2-c1ccccc1	10	-11
69	COc1ccc(CNc2nc(-c3ccccc3)nc3cc(OC)c(OC)cc23)cc1	9	-32
70	c1cc(-c2nc3ccc(Nc4nccc(-c5cncc(N6CCOCC6)c5)n4)cc3o2)ccn1	6	-2
71	CC1(C)Cc2ccccc2C(NNC(=O)c2ccccc2[N+](=O)[O-])=N1	·	-5
72	COc1ccc(CCNC(=O)c2cnc(Nc3ccc(C(F)(F)F)cc3)s2)cc1	1	-26
73	OCCNc1ccnc(NCc2ccc3c(c2)OCO3)n1	-12	5
74	O=C(O)CP(=O)(O)O	·	-1
75	COc1cc(Nc2nc(NCCOc3ccccc3)c3ncn(-c4ccccc4)c3n2)cc(OC)c1OC	-3	9

# Additional entries follow.
no.	mol	ASK1 primary	ULK1 inh
76	OCC1CCCN1c1nc(NCc2ccccc2)c2ncn(C3CCCCC3)c2n1 (centres undefined)	12	-8
77	N#Cc1ccc(CC(=O)Nc2cnn(-c3cccc(C(=O)Nc4ccc(N5CCOCC5)cc4)c3)c2)cc1	1	1
78	c1ccc(CNc2cc(Nc3ccncc3)ncn2)cc1	-16	20
79	Cc1ccc(-c2ncc(Cl)cc2-c2ccc(S(C)(=O)=O)cc2)cn1	·	10
80	O=C(NCCN1CCOCC1)c1cccc(N2CCN(c3ccccn3)CC2)n1	-6	12
81	CCCNc1nc(NC2CCN(Cc3ccccc3)CC2)nc2c1ncn2C1CCCCC1	14	2
82	CC(=O)Nc1ccc(NC(=O)c2ccnc(-c3csc4ccccc34)c2)cc1	3	-11
83	O=S(=O)(NCc1nc(-c2ccncc2)n[nH]1)c1ccc(Br)cc1	6	4
84	COc1ccccc1OCc1nc2ccc(-c3ccnc(N)n3)cc2[nH]1	-1	48*
85	O=C(NCc1ccccc1)c1csc(Nc2ccccc2)n1	4	7
86	O=C(NCc1ccccc1)c1csc(NC2CCN(Cc3ccccc3)CC2)n1	-27	-17
87	O=c1[nH]c(-c2ccncc2)nc2ccccc12	·	-1
88	CC(=O)Nc1ccc(Nc2nc(N3CCC(N4CCOCC4)CC3)nc3c2ncn3-c2ccccc2)cc1	-25	10
89	O=C(Nc1ccc(-c2cn[nH]c2)cc1OCCN1CCOCC1)OCc1ccccc1	4	-8
90	O=C(NCCCN1CCCC1=O)c1ccc(-c2ccc(N3CCOCC3)nc2)s1	-1	-2

# (continued)
no.	mol	ASK1 primary	ULK1 inh
91	CC(C)n1c(NCCN2CCOCC2)nc2c(NCc3cccc(C(F)(F)F)c3)ncnc21	-4	-11
92	O=C(NC1CC1)c1csc(Br)n1	-1	5
93	CCCCCCCCCCCCCCCC(=O)OCC(O)[C@H]1OC[C@H](O)[C@H]1O (some centres undefined)	·	-10
94	COc1ccc2c(c1)C[C@@H](C(=O)Nc1ccc(-c3cn[nH]c3)cc1O[C@H]1CCN(C)C1)CO2	-8	-4
95	CCNc1nc(Nc2cc(OC)c(OC)c(OC)c2)c2[nH]cnc2n1	8	13
96	CCC(c1ccccc1)c1noc(CCN(CC)CC)n1 (centres undefined)	·	9
97	c1cc(-c2cn[nH]c2)cc(Nc2ccc(N3CCOCC3)cc2)n1	-2	27
98	CCN(CC)c1nc(NCCCN2CCCC2=O)nc(N2CCc3ccccc3C2)n1	9	-9
99	NC(=Nc1c([N+](=O)[O-])cnc2ccccc12)N1CCOCC1	·	16
100	Cn1nccc1Nc1nc(Nc2ccccc2)c2[nH]cnc2n1	-21	-28
101	NC(=O)c1cccc(C(=O)Nc2nccc(-c3ccccc3)n2)c1	9	-9
102	FC(F)(F)c1ccc(Cn2cnc3c(NCc4ccccc4)nc(N4CCN(c5ccccn5)CC4)nc32)cc1	16	-8
103	CC[C@H]1OC(=O)[C@H](C)[C@@H](O[C@H]2C[C@@](C)(OC)[C@@H](O)[C@H](C)O2)[C@H](C)[C@@H](O[C@@H]2O[C@H](C)C[C@H](N(C)C)[C@H]2O)[C@](C)(O)C[C@@H](C)C(=NOCOCCOC)[C@H](C)[C@@H](O)[C@]1(C)O	·	5
104	Cn1cnnc1-c1ccc(Nc2nccc(-c3cccc(Nc4ccccc4)c3)n2)cc1	6	-27
105	O=C(Nc1ccc(-c2ccncc2)cn1)C1COc2ccccc2O1 (centres undefined)	15	14

# 4 compounds already listed, arranged by heavy-atom count, smallest number first:
no.	mol	ASK1 primary	ULK1 inh
78	c1ccc(CNc2cc(Nc3ccncc3)ncn2)cc1	-16	20
84	COc1ccccc1OCc1nc2ccc(-c3ccnc(N)n3)cc2[nH]1	-1	48*
31	NC(=O)c1ccccc1Nc1nc(Nc2ccc(N3CCOCC3)c(F)c2)ncc1Cl	-65	72*
18	Nc1nc(Nc2ccc(Oc3ccccc3)cc2)cc(-c2ccc(N3CCOCC3)nc2)n1	-3	-37

# Following part:
no.	mol	ASK1 primary	ULK1 inh
106	CN1CCC(=C2c3ccccc3C(O)c3ccccc32)CC1 (centres undefined)	·	1
107	COc1ccc(-c2cnc(NCc3cnc(C)cn3)nc2)cc1	·	3
108	Nc1cccc(-c2cccc(C(=O)NCCN3CCOCC3)n2)c1	-6	-12
109	FC(F)(F)c1ccc(Nc2nc3ncnc(NC4CC4)c3[nH]2)cc1	-5	4
110	Cc1ccc(-c2ccnc(Nc3ccc(-c4nncn4C)cc3)n2)cc1	-14	-3
111	COc1ccccc1/C=C/C(=O)Nc1ccc2[nH]ncc2c1	-3	-9
112	Cc1nn(C)c(C)c1-c1ncc(C(=O)NCc2ccccc2)s1	-7	-3
113	CC(O)c1ccc(Nc2nccc(-c3ccc(NS(C)(=O)=O)cc3)n2)cc1 (centres undefined)	-7	69*
114	c1nc(NCCN2CCOCC2)cc(NC2CC2)n1	8	6
115	Cn1ncc(I)c1C(=O)N1CCc2ccccc2C1	·	0
116	CC(C)n1cnc2c(NCc3ccccc3)nc(Nc3cccc(N(C)C)c3)nc21	18	8
117	FC(F)(F)c1cccc(CNc2nc(N3CCN(c4ccccn4)CC3)nc3c2ncn3C2CCCCC2)c1	6	-1
118	CN1CCN(C(=O)c2ccc(-c3nc(NCc4cccc(C(F)(F)F)c4)c4ncn(Cc5ccc(C(F)(F)F)cc5)c4n3)cc2)CC1	13	-48
